Screening data as filed in PubChem BioAssay.
GLP1R ag: GLP-1 receptor (human) agonism; HEK293 GLP-1R CRE-luciferase, luminescence, 4-6 h; cells express a hypersensitive GLP-1R form; Potency, µM (series often up to 45.6 µM), without a hit: top-dose activation, hits mostly activators; P43220; AID 624172; 380,000 compounds, 0.007% hits; further: % of control where 0% means no effect
Target sequence (P43220 whole entry, looked up): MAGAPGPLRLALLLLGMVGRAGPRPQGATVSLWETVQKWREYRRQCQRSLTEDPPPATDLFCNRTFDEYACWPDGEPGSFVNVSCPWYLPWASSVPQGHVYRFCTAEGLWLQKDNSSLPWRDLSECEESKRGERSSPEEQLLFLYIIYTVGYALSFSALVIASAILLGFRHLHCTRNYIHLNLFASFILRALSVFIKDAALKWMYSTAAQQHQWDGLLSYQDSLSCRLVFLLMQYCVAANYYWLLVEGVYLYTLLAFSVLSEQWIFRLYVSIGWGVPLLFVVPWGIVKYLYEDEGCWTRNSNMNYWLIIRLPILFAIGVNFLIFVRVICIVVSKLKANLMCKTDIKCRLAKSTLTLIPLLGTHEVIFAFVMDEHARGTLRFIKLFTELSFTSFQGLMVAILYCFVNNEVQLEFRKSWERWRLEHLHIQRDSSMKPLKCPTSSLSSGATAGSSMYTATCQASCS
TDP-43 yeast inh: rescues yeast growth from TDP-43 toxicity; TDP-43 expressing yeast growth rescue, BacTiter-Glo, 24 h; Potency, µM (titrated, usually from 46.1 µM), for the others: at the highest dose growth rescue (activation), hits mostly activators; 410,000 compounds, 1.8% hits; further: % of control where 0% means no effect; nearly all actives have a fitted effect of over 50% in size
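Growth rescue of TDP-43-toxic yeast measured as ATP luminescence (BacTiter-Glo). Cells grown to mid-log in raffinose, induced in galactose at OD600=0.02, exposed to compound 24 hr at 30 deg C.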
HT1080 IDH1KD tx: HT-1080 IDH1 knockdown cell toxicity (counter line); Potency, µM (titrated, usually from 46.1 µM), without a hit: top-dose activity, negative = toxicity, actives largely listed as cytotoxic; 360,000 compounds, 2% hits; HT-1080 IDH1 knockdown viability, ATP luminescence, 48 h;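 further: 0% = DMSO wells and -100% = cell-free medium wells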
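In this qHTS, HT-1080 cells depleted of IDH1 are exposed for 48 h at 37 °C to compound titrations. Toxicity is scored from CellTiter-Glo luminescence, with DMSO as full viability and medium alone as none.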
KB-3-1 tox: KB-3-1 parental cell cytotoxicity. KB-3-1 viability, CellTiter-Glo ATP luminescence, 72 h. Potency, µM (top dose mostly 46.1 µM), for the others: at the top dose activity change, negative = cytotoxic, hits mostly cytotoxic. 400,000 compounds, 1.4% hits; further: on the % scale 0 is the no-effect control and ±100 the full control effect; nearly all actives have a fitted effect of over 60% in size
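Here the drug-naive KB-3-1 line serves as comparator for MDR sub-line selectivity; cells received compound titrations, 72 h at 37 °C, then CellTiter-Glo readout.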
HT1080-NT tox: kills 2HG-producing HT-1080-NT fibrosarcoma cells | HT-1080-NT fibrosarcoma viability, CellTiter-Glo ATP luminescence, 48 h | Potency, µM (series often up to 46.1 µM), for the others: at the top dose activity, negative = less viability, hits mostly cytotoxic | 360,000 compounds, 1.6% hits;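 further: NT is the 2HG producing partner of a matched IDH1 knockdown line; 0% = DMSO-treated cells and -100% = media-only wells without cells; nearly all actives have a fitted effect of over 55% in size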
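Viability of the 2HG-overproducing fibrosarcoma line after 48 hours of compound exposure at 37 degrees C was determined by luminescence with CellTiter-Glo, and concentration-effect curves were then fitted and categorized.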
GLP1R cytotox: cytotoxicity counter-screen for GLP-1 receptor inverse agonists. Potency, µM (series often up to 38.3 µM), for the others: at the top dose activity change, negative = inhibition, most hits filed as inhibitors. 410,000 compounds, 0.13% hits. HEK293 cAMP-luciferase reporter cells, luminescence, 24 h;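 further: loss of luciferase light is scored as toxicity; on the % scale 0 is the no-effect control and ±100 the full control effect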
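MLSMR compounds, 24 hr on cells at 37 deg C/5% CO2; luminescence after luciferase reagent (12 min RT). Inhibition counted as the undesired cytotoxic outcome.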
SW480 rerep: induces DNA re-replication in SW480 colon adenocarcinoma cells; SW480 DNA re-replication, Hoechst DNA content imaging, 48 h; Potency, µM (series often up to 46.1 µM), for the others: top-dose re-replication activation, usual class: activators; 340,000 compounds, 1.8% hits; further: % of control where 0% means no effect; nearly all actives have a fitted effect of over 55% in size
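Quantitative HTS format with DMSO vehicle controls; 48 hr drug incubation at 37 C, then 40 min Hoechst staining and scanning imager measurement at 405 nm excitation.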
GLP1R inv ag: inverse agonists of human GLP-1 receptor; Potency, µM (highest dose often 38.3 µM), inactives show top-dose activity change, negative = inhibition, usual class: inhibitors; P43220; AID 624417; 410,000 compounds, 1.6% hits; HEK293 GLP-1R CRE-luciferase, luminescence, 24 h; GLP-1R form is constitutively active; further: on the % scale 0 is the no-effect control and ±100 the full control effect; nearly all actives have a fitted effect of over 55% in size
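Using stably transfected HEK293 (constitutively active GLP-1R, cAMP-luciferase reporter), compounds were incubated 24 hr and luciferase measured by luminescence.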
KB-V1 cytotox: KB-V1 MDR subline cytotoxicity. KB-V1 MDR cells viability, CellTiter-Glo, 72 h. Potency, µM (series often up to 46.1 µM), for inactives: at the highest dose activity change, negative = cytotoxicity, actives largely listed as cytotoxic. 400,000 compounds, 3.4% hits. AID 1347076; further: on the % scale 0 is the no-effect control and ±100 the full control effect; nearly all actives have a fitted effect of over 60% in size
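Cytotoxicity toward P-gp-expressing KB-V1 cells was determined as loss of CellTiter-Glo luminescence after 72 h at 37 degrees C. Compounds were tested in quantitative HTS format across a concentration range, with curves fitted to normalized data.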
The depositor's hits bear a star; ? = inconclusive; nt = not tested or not shown; & = joins results of further samples; [ ] = remark or other dose. The call rests on the fitted dose curve; in most records, active means well fitted curve in the direction sought with a large enough effect; inconclusive means small, poorly fitted or top-dose-only effect, or another doubt; inactive means no such curve, though single readings can be large; an effect the other way counts as inactive or inconclusive. Potency means the concentration at half of the fitted maximal effect. Not a hit list; 9.4% or so of the library scored in one or more.

canonical_smiles | SW480 rerep | GLP1R inv ag | GLP1R ag | HT1080-NT tox | KB-3-1 tox | KB-V1 cytotox | HT1080 IDH1KD tx | GLP1R cytotox | TDP-43 yeast inh
COc1ccc(C(C)=O)cc1COC(=O)c1cnc(C)cn1 | -10% | 2% | 0% | -1% | -6% | 0% | 1% | 6% | ?
CCOc1ccccc1Nc1nnc(SCC(=O)Nc2cc(C)on2)s1 | 20% | 2% | -12% | ? | -1% | 0% | ? | 6% | -16%
CCCc1nc(SCC(=O)Nc2nnc(CC)s2)c2c(C)c(C)sc2n1 | 0% | 18% | 0% | 1% | -4% | ? | 10% | 5% | -21%
CCOCCCN(C)C1CCN(C(=O)c2oc3ccccc3c2NC(=O)c2ccc([N+](=O)[O-])cc2)CC1 | 6% | ? | 7% | 3% | 2% | 5% | 2% | -6% | -11%
Cc1cccc(CCNC(=O)Cn2ncc3c(=O)oc4ccccc4c32)c1 | nt | -12% | -1% | nt | -5% | 3% | nt | 0% | 3%
COC(=O)Cc1ccc(OC(=O)c2cccc(S(=O)(=O)N3CCN(C)CC3)c2)cc1 | -50%[inhibitor] | 3% | 4% | 4% | 10% | 6% | 1% | -10% | -6%
O=C(NCCCn1ccnc1)/C(=C\c1cccnc1)NC(=O)c1ccco1 | 5% | ? | 5% | ? | -12% | ? | 10% | -2% | -17%[0.397 µM]
CC(C)C(=O)NCCc1nc(-c2ccccc2Cl)no1 | -22%[9.22 µM] | 4% | -4% | 10% | -1% | -15% | -3% | -5% | 4%
CC(C)/C=C1\CC/C(=C\c2ccc(N(C)C)cc2)C1=O | ? | 12% | 9% | 12% | 7% | ? | 17% | 18% | 11%
COc1ccc(N2CCN(C(=O)CSc3nnnn3C3CC3)CC2)cc1 | -9% | 6% | 1% | 5%[9.24 µM] | 8% | -21% | 5% | 4% | 9%
COc1ccccc1C(CCN(Cc1ccccc1)C(C)=O)c1ccco1 (stereo not given) | ? | ? | 8% | ? | ? | ? | ? | 7% | -34%[inhibitor]
CC(=O)Nc1cc(C(=O)OCC(=O)c2ccc(C)cc2)ccc1C | -21% | 17% | -17% | 12% | 1% | -19% | 1% | -16% | -12%
N#Cc1cc(Cl)c(NCC2CCCO2)cc1C#N (stereo not given) | ? | 72%[activator] | 1% | 3% | ? | -11% | 3% | -2% | ?
O=C(Nc1nc(-c2cccc([N+](=O)[O-])c2)cs1)c1cccc([N+](=O)[O-])c1C(=O)O | -17% | 6% | -3% | 19% | 14% | 8% | -3% | 1% | -18%
O=C(O)CSc1c2c(nc3cc(C(=O)Nc4ccc(F)c(Cl)c4)ccc13)CCCC2 | ? | 9% | -7% | 0% | 0% | 6% | -2% | -9% | 12%
Cc1ccc(S(=O)(=O)N2CCCCC2)cc1NC(=O)Cn1c(=O)cnc2ccccc21 | ? | 1% | 13% | 0% | 7% | ? | 2% | 5% | 2%
CNC(=S)N(CCc1c(C)[nH]c2ccc(Cl)cc12)Cc1cccnc1 | 0% | ? | 11% | -17% | -1% | -1% | -15% | 9% | 10%
O=C(CNC(=O)c1ccc2ccccc2c1)NCc1ccc(F)cc1 | ? | -26% | 9% | -23% | -19% | ? | -13% | 7% | -1%
CC(C)(C)c1cc(-c2ccccc2)n[nH]1 | -8% | -25% | 9% | 9% | -6% | 6% | 5% | 0% | ?
CC(C)NC(=O)N(C)C[C@H]1Oc2ccc(NS(=O)(=O)c3ccc(F)cc3)cc2C(=O)N([C@H](C)CO)C[C@@H]1C | 3% | 2% | 10% | 6% | 2% | 14% | 0% | -24% | 9%

Reprinted from the part before: three entries; new compounds follow.
canonical_smiles | SW480 rerep | GLP1R inv ag | GLP1R ag | HT1080-NT tox | KB-3-1 tox | KB-V1 cytotox | HT1080 IDH1KD tx | GLP1R cytotox | TDP-43 yeast inh
O=C(CNC(=O)c1ccc2ccccc2c1)NCc1ccc(F)cc1 | ? | -26% | 9% | -23% | -19% | ? | -13% | 7% | -1%
CC(C)(C)c1cc(-c2ccccc2)n[nH]1 | -8% | -25% | 9% | 9% | -6% | 6% | 5% | 0% | ?
CC(C)NC(=O)N(C)C[C@H]1Oc2ccc(NS(=O)(=O)c3ccc(F)cc3)cc2C(=O)N([C@H](C)CO)C[C@@H]1C | 3% | 2% | 10% | 6% | 2% | 14% | 0% | -24% | 9%
Cc1ccc(C(=O)O)cc1NC(=O)CN1C(=O)C2C3c4ccccc4C(Br)(c4ccccc43)C2C1=O (stereo not given) | -693%[inhibitor] | 10% | 0% | -1% | 7% | 0% | 2% | 12% | -10%
CCOc1cc(NC(=O)c2ccco2)c(OCC)cc1NC(=O)Cc1ccc(OC)c(OC)c1 | -4% | 2% | 17% | -3% | -4% | ? | -2% | -19% | -17%
CC(C)c1ccc(C2/C(=C(\O)c3ccc4c(c3)OCCO4)C(=O)C(=O)N2CCN2CCOCC2)cc1 (stereo not given) | 2% | 14% | 0% | 11% | ? | ? | 9% | -9% | -20%
CCOC(=O)COc1nc2c(c(-c3ccco3)c1C#N)CCc1ccccc1-2 | -14% | ? | 6% | -1% | 0% | -15% | 4% | 22% | -11%
O=c1cc(Nc2ccc3c(c2)OCO3)[nH]c(=O)n1-c1ccc(Br)cc1 | -3% | -16% | -1% | ? | 14% | ? | 35µM* | -54% | -8%
Cc1cnc(NC(=O)C2CC(=O)N(c3cccc(Cl)c3)C2)s1 (stereo not given) | ? | ? | -1% | -2% | ? | 21µM* | 1% | -23% | 7%
O=C(CN1CCCCC1)NC(=O)NC1CCCC1 | -3% | 39%[activator] | 8% | 8% | 12% | 2% | 26% | 10% | -3%
CCOc1ccc(Cn2nnc(C(=O)NCCc3ccc(Cl)cc3)c2N)cc1 | -13% | -20% | 0% | 11% | 1% | 3% | -2% | 13% | 0%
CCN(CC)CCNC(=O)c1cn(CCOC)c(=O)c2c1c1ccccc1n2C | 1% | -6%&13% | 10% | 7% | 4%&-4% | 23%&10% | 0% | 0%&0% | 13%&-18%
CCOC(=O)C1=C(C)N(C[C@@H]2CC[C@@H](Cc3ccc4cc(OC)ccc4c3)O2)C(=O)NC1c1ccccc1 (stereo not given in full) | 3% | ? | -5% | -17% | 0% | -1% | -19% | 6% | -3%
COc1ccc(NC(=S)NCc2cccs2)cc1OC | 0% | 54%[activator] | 5% | 7% | 2% | 16% | 10% | -5% | 23%
CCCCNC(=O)C1C2C=CC(C2)C1C(=O)O (stereo not given) | -4% | 18% | -6% | 3% | -6% | 0% | 0% | 9% | -4%
O=C1CSC(=Nc2ccccc2Cl)N1 | -1% | 36%[activator] | 3% | 5% | 4% | 0% | 0% | 8% | 18%
Cc1ccc(-n2nnnc2SCC(=O)c2c(N)n(C3CC3)c(=O)[nH]c2=O)c(C)c1 | -7% | 0% | 23% | -8% | -19% | 20% | -5% | -10% | -1%
O=C1Nc2ccccc2C(=O)N2[C@H](c3ccc(F)cc3)[C@@H]3C(=O)N(Cc4ccccc4)C(=O)[C@@H]3[C@H]12 | -3% | -3% | 4% | 0% | 0% | -16% | 3% | 0% | 4%
O=C(CCCN1C(=O)/C(=C/c2cccc(Br)c2)SC1=S)N1CCOCC1 | 5% | 1% | 8% | 0% | ? | ? | 4% | 2% | -17%
Cc1ccc2c(cnn2C(=O)CCC(=O)NC2CCCCC2)c1 | -5% | 8% | 6% | 9% | ? | 15% | 5% | -9% | 0%
COCCNC(=S)N/N=C(\C)c1ccc(Cl)c(Cl)c1Cl | -6% | ? | 21% | 0% | -11% | -29% | -9% | 3.5µM* | 0%
O=c1cc(-c2ccc(O)c(O)c2)oc2cc(O[C@@H]3O[C@H](CO)[C@@H](O)[C@H](O)[C@H]3O)cc(O)c12 | ? | 5% | 5% | 29% | ? | -11% | 20% | -7% | 1%
CC(/C=C/C=C/c1ccccc1)=N/NC(=O)CNc1ccccc1C | 8% | 13% | -6% | -2% | 7% | 5% | 3% | 1% | 6%

canonical_smiles | SW480 rerep | GLP1R inv ag | GLP1R ag | HT1080-NT tox | KB-3-1 tox | KB-V1 cytotox | HT1080 IDH1KD tx | GLP1R cytotox | TDP-43 yeast inh
COc1ccc(/C=C2/SC(=S)N(CCC(=O)Nc3cccnc3)C2=O)cc1OC | nt | 4% | -1% | 13% | 16% | -17% | 5% | 3% | 11%
Cc1cc(C)nc(Nc2ccc(O)cc2)n1 | -2% | 2% | -2% | 9% | 1% | 0% | 4% | -1% | -12%
CCc1ccc(NC(=O)c2onc(C)c2Cl)cc1 | ? | ? | 3% | -9% | -20% | -11% | -12% | 5% | ?
CCOC(=O)N1CCN(C(=O)CSc2ccc3nnc(-c4cccnc4)n3n2)CC1 | -18%[1.84 µM] | 9% | -3% | -8% | -7% | -39% | 15% | 3% | nt
COc1ccccc1C(O)c1nccn1C (stereo not given) | -2% | 2% | 7% | 5% | 15%&12% | 7%&27% | 21% | -7% | -4%

A different layout for some results above.
Values run as follows: SW480 rerep, GLP1R inv ag, GLP1R ag, HT1080-NT tox, KB-3-1 tox, KB-V1 cytotox, HT1080 IDH1KD tx, GLP1R cytotox, TDP-43 yeast inh
> CCc1ccc(NC(=O)c2onc(C)c2Cl)cc1
  ?, ?, 3%, -9%, -20%, -11%, -12%, 5%, ?
> CCOC(=O)N1CCN(C(=O)CSc2ccc3nnc(-c4cccnc4)n3n2)CC1
  -18%[1.84 µM], 9%, -3%, -8%, -7%, -39%, 15%, 3%, nt
> COc1ccccc1C(O)c1nccn1C (stereo not given)
  -2%, 2%, 7%, 5%, 15%&12%, 7%&27%, 21%, -7%, -4%
> COc1ccc(/C=C2/SC(=S)N(CCC(=O)Nc3cccnc3)C2=O)cc1OC
  nt, 4%, -1%, 13%, 16%, -17%, 5%, 3%, 11%
